Screening data from PubChem BioAssay.
MITF primary: inhibitors of human MITF | O75030 | inhibition, % at 2.6 µM | 650,000 compounds, 0.91% hits | AID 1259374 | AlphaScreen MITF homodimerization, bead proximity signal; in the data active = inhibition above about 50%;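 also: 0% = vehicle wells with protein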
Target sequence (O75030 whole entry, looked up): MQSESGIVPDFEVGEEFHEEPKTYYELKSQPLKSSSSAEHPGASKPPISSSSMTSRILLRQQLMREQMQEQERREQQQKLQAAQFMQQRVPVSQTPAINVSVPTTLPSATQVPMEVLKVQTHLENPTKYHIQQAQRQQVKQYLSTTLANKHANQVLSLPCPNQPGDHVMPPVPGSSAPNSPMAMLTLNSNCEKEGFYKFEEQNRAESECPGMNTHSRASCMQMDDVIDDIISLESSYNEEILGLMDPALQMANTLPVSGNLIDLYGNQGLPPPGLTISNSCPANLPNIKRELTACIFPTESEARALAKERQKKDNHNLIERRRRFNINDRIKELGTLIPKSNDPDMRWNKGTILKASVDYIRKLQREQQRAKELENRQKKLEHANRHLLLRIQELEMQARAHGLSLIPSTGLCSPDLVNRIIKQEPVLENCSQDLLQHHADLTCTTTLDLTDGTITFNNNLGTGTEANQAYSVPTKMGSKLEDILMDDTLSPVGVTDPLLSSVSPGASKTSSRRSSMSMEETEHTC
TEAD-YAP inh: TEAD-YAP interaction inhibition | HEK-TIYL cells, TEAD-Gal4/YAP UAS-luciferase luminescence | 640,000 compounds, 1.4% hits | inhibition, % at 9.12 µM | AID 1259422; in the data active = inhibition above about 32%;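 also: 0% = median of test compound wells and 100% = reference inhibitor wells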
GPR151 activ: activators of human GPR151 | PathHunter beta-arrestin GPR151 cells, luminescence | Q8TDV0 | 650,000 compounds, 1% hits | activation, % at 11.2 µM | AID 1508602; in the data active = activation above about 4.9%;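 also: 0% = median of compound wells and 100% = cells with positive control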
Target sequence (Q8TDV0 whole entry, looked up): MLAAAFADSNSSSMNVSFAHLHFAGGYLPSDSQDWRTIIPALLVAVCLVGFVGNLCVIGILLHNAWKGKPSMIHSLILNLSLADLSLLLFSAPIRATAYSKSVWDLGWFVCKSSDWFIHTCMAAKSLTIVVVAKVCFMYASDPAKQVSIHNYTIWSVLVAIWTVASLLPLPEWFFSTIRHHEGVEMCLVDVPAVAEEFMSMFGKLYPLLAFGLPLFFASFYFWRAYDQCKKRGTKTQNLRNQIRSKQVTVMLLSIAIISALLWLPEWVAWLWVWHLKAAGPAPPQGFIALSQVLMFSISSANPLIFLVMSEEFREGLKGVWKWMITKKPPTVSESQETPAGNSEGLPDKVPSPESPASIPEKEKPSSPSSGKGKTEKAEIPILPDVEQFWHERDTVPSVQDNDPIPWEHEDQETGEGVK
FBW7 activator: activators of human E3 ligase FBW7; Q969H0; AlphaScreen FBW7–phospho-cyclin E peptide binding, activator screen; normalized activity (activation), % at 26.1 µM; 650,000 compounds, 0.13% hits; AID 1259310; in the data active = normalized activity above about 1.9%;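 also: purified mutant Fbw7 with reduced substrate affinity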
Numbers without * were called inactive; · = no result given. Random draw from the library; any-hit rate near 3.4%.

SMILES	MITF primary	TEAD-YAP inh	GPR151 activ	FBW7 activator
CCOc1cccc(C2C(C(=O)Nc3ccccc3C)=C(C)NC3=C2C(=O)CCC3)c1 (stereo unspecified)	-4	4	0.0	0.1
CCc1ccc(OCC(=O)Nc2ccc(S(=O)(=O)N(C)C)cc2)c(Br)c1	14	-2	-0.6	0.5
CC(=O)c1ccc2c3c(ccc(-c4ccc5c6c(ccc(C(C)=O)c46)CC5)c13)CC2	5	-1	2.0	-0.1
COc1ccc(NC(=O)c2onc(C)c2Cl)cc1OC	15	-6	0.5	-0.1
O=[N+]([O-])c1ccc(N2CCCCC2)cc1N1CCc2ccccc2C1	10	9	1.3	-0.4
CC(=O)NC(CC(C)C)c1nnc2n1CCN(CC1CCCCC1)CC2 (stereo unspecified)	12	7	-0.4	0.2
COc1ccc(C2CC(=O)C3=C(C2)NC(C)=C(C(=O)OCCc2ccccc2)C3c2ccc(N(C)C)cc2)cc1 (stereo unspecified)	13	6	-0.1	0.1
Cc1c(C(=O)N(C)Cc2ccccc2)sc2nc3n(c(=O)c12)CCCCC3	6	-6	1.8	-0.1
Cc1cc(-c2nnc(CCC(=O)NCC(C)c3ccccc3)o2)no1 (stereo unspecified)	7	5	-0.6	0.1
O=C(OCc1ccc([N+](=O)[O-])cc1)c1ccccc1Cl	0	-3	1.5	-0.2
Cc1ccnc(NS(=O)(=O)c2ccc(F)c(C)c2)c1	-6	4	-0.2	-0.1
Cc1noc(C)c1S(=O)(=O)N1CCCC(C(=O)NCc2ccc3c(c2)OCO3)C1 (stereo unspecified)	10	14	-0.1	0.7
O=C(O)/C=C/C(=O)N(CC12CC3CC(CC(C3)C1)C2)C1CC(=O)N(c2cccc(Cl)c2)C1=O (stereo unspecified)	8	-3	1.3	0.3
CCCN1CCN(c2ncnc3sc(C(=O)Nc4ccccc4C(=O)OC)c(C)c23)CC1	2	-1	0.5	-0.1
O=C(c1cccc(OC2CCN(Cc3cccc(OCCO)c3)CC2)c1)N1CCCC1	-8	-6	4.0	0.0
CC(=O)N1N=C(c2cccs2)CC1c1ccc(Br)cc1 (stereo unspecified)	19	9	-0.4	0.1
O=C(CCl)N(Cc1ccco1)c1nc(-c2ccccc2)cs1	9	-30	0.2	0.0
CCCCOC(=O)C1=C(C)Nc2nnnn2C1c1c(F)cccc1Cl (stereo unspecified)	5	8	1.0	-0.1
Fc1ccc(-c2nc3ccccc3nc2-c2ccc(F)cc2)cc1	8	3	2.5	0.0
COc1ccc(/C=C(/NC(=O)c2ccccc2)C(=O)NCCCCCC(=O)O)cc1	20	1	-0.3	0.5
Cc1cc(C(=O)COc2ccc(C#N)cc2)c(C)n1CC1CCCO1 (stereo unspecified)	6	-10	0.3	0.4
CCOC(=O)C1=C(C)N=c2s/c(=C/c3ccc(Cl)cc3Cl)c(=O)n2C1c1ccc(C)cc1 (stereo unspecified)	63*	4	0.5	0.2
CCOC(=O)c1cc(Oc2ncnc3scc(-c4ccc(Cl)cc4)c23)cc(C(=O)OCC)c1	11	-1	-1.1	0.2
CCc1c(C)sc(NC(=O)CN2CCN(c3cccc(C)c3)C(C)C2)c1C(N)=O (stereo unspecified)	4	-9	1.0	-0.2
Cc1ccc2nc(CSc3nnc(-c4ccco4)n3C)cc(=O)n2c1	-3	-15	-0.5	0.5
CCOC(=O)c1c(NC(=O)C(C)Sc2nnc(C)s2)sc2c1CCCC2 (stereo unspecified)	7	-2	0.4	-0.1
CC(C)n1cnc2c(Nc3ccc(N4CCOCC4)cc3)nc(N3CCN(Cc4ccc5c(c4)OCO5)CC3)nc21	24	-6	-1.4	-0.4
O=C(CN1CCCC1)N1CCCC1c1nc2ccccc2[nH]1 (stereo unspecified)	-7	2	0.0	0.0
CCOC(=O)Cn1nc(C)c2c1CC1C2C1(C)C (stereo unspecified)	-1	-17	-1.4	-0.1
C=CCn1c2ccccc2c2nnc(SCCc3ccccc3)nc21	1	-9	-0.9	-0.1

Filtered by structure: the compounds so far containing bromine (2)
SMILES	MITF primary	TEAD-YAP inh	GPR151 activ	FBW7 activator
CCc1ccc(OCC(=O)Nc2ccc(S(=O)(=O)N(C)C)cc2)c(Br)c1	14	-2	-0.6	0.5
CC(=O)N1N=C(c2cccs2)CC1c1ccc(Br)cc1 (stereo unspecified)	19	9	-0.4	0.1

Additional structures.
SMILES	MITF primary	TEAD-YAP inh	GPR151 activ	FBW7 activator
CCCNC(=O)c1c(NC(=O)c2ccc(C)cc2)sc2c1CCCCC2	15	6	0.9	0.2
CCCCCn1c(=O)c2c(nc3n2CC(C)CN3C2CCCCC2)n(C)c1=O (stereo unspecified)	2	6	0.3	0.3
O=C(COc1ccc(Br)cc1Cl)Nc1ccc(F)c([N+](=O)[O-])c1	8	-65	-0.2	0.1
CC(C)CC(=O)Nc1ccnn1C1CCN(Cc2cccc3cccnc23)CC1	6	-12	0.4	-0.1
COc1ccc(C2C3=C(CCCC3=O)Nc3nc(SC)nn32)cc1OC (stereo unspecified)	6	-2	0.7	-0.1
Cn1c(=O)c2ncn(CC(=O)NN=Cc3ccccc3C(=O)O)c2n(C)c1=O	3	2	-0.5	0.0
CN1CCN(C(=O)c2ccc(-c3nccc(Nc4ccccc4)n3)cc2)CC1	-1	1	2.0	0.3
Cn1c(CC(=O)NNC(=O)c2ccc3ccccc3n2)nc2ccccc21	22	0	0.1	-0.8
Nn1c(SCC(=O)NCC(F)(F)F)nnc1-c1ccco1	3	3	0.3	0.0
COc1ccc(COC(=O)C2=C(C)NC3=C(C(=O)CCC3)C2c2ccccc2Br)cc1 (stereo unspecified)	-4	-1	-2.0	0.2
COc1cc(OC)c(NC(=O)c2sc3nc(C)nc(N4CCN(C)CC4)c3c2C)cc1Cl	-2	1	-1.3	-0.1
O=C(O)CC(NCc1cccnc1)c1ccc(F)cc1 (stereo unspecified)	5	3	0.9	0.0
CC(=O)COc1ccc2c3c(c(=O)oc2c1C)CCCC3	-3	-26	0.7	0.2
COCCN(C1CCN(Cc2cccc(C#N)c2)CC1)S(=O)(=O)c1cccc(OC)c1	5	8	1.3	0.0
COc1cc(C2C(C(=O)O)CCC(=O)N2c2ccc(C)c(Cl)c2)cc(OC)c1OC (stereo unspecified)	5	-1	0.0	0.6
COCCCNC(=O)c1ccc2c(=O)n(CCOC)c(=O)[nH]c2c1	-14	-6	-0.5	-0.1
CCOc1ccc(C2NC(=O)NC(C)=C2C(=O)OC2CCCC2)cc1 (stereo unspecified)	-1	22	0.8	0.1
O=C(NCC1CCCO1)c1ccc2c(=O)n(C3CCCCC3)c(=S)[nH]c2c1 (stereo unspecified)	3	5	0.4	0.1
O=C(CCCCCn1c(SCc2ccc([N+](=O)[O-])cc2)nc2cc3c(cc2c1=O)OCO3)NCc1ccc2c(c1)OCO2	13	2	-0.9	0.1
Cc1cc(OC(=O)c2ccc(Cl)c([N+](=O)[O-])c2)c([N+](=O)[O-])c(=O)[nH]1	20	-5	-2.8	0.2
CC(C)N(C)S(=O)(=O)c1ccc(NC(=O)CCCN2C(=O)c3ccccc3C2=O)cc1	-6	0	-0.5	0.0
N#Cc1c(SCC(=O)OCc2ccccc2)nc2c(c1-c1ccc(Cl)cc1)CCCC2	-6	-5	2.5	0.4
CC[C@H](C)[C@@H](NC(=O)OC1C(=O)c2cc(OC)ccc2O[C@H]1c1ccc(OC)c(Br)c1)C(=O)OC (stereo partly specified)	-29	·	-0.2	0.3
O=C(c1cccs1)n1cnc2ccccc21	15	-4	0.2	1.0
O=S(=O)(NCCc1csc(-c2cccc(F)c2)n1)c1cc(F)ccc1F	-8	-28	-0.2	0.1
Cc1ccc(-n2c(C)cc(C)c(C(=O)O)c2=O)cc1	11	-1	0.7	0.1
O=C(N/C(=C/c1ccccc1)C(=O)N1CCOCC1)c1ccccc1Br	17	5	-1.0	0.1
COc1ccc(NS(=O)(=O)c2ccc3oc(=O)ccc3c2)cc1	-8	-4	-0.2	-0.1
Cc1cccc(C(=O)Nc2ccc3c(c2)OCCO3)c1[N+](=O)[O-]	-7	-22	-0.4	-0.1
CCN1CCN(C(=O)CCn2nc(-c3ccc(Cl)cc3)ccc2=O)CC1	3	9	1.2	-0.1
CCc1ccc(/C=C(\C#N)c2ccccn2)cc1	3	31	-6.2	0.9
CCOC(=O)C1=CN(Cc2ccc(OC)cc2)C=C(C(=O)OCC)C1c1ccc(OC)c(OC)c1	1	-4	-0.2	0.5
COc1ccc2c(c1)CC(C(=O)Nc1ccc(-c3cn[nH]c3)cc1C(=O)N(C)OC)CO2 (stereo unspecified)	51*	-8	-2.7	-0.1
O=c1[nH]nc2c3c4c(sc3ncn12)CCCC4	5	6	-0.2	0.7
COc1ccc(C)cc1NC(=O)Cn1c2c(c(=O)n(C3CCCCC3)c1=O)CCC2	-10	-7	-0.3	0.0
O=C(c1cc(COc2ccc(F)cc2Cl)on1)N1CCCC(OCc2cccnc2)C1 (stereo unspecified)	-3	-11	-0.3	-0.2
COc1cccc(C(=O)c2c(N)sc3c2CCC(C)C3)c1OC (stereo unspecified)	-9	0	1.0	-0.2
Cc1ccc(-n2cc(-c3ccccc3)c3c(NCCc4ccc(S(N)(=O)=O)cc4)ncnc32)cc1	6	8	1.1	0.5
O=C(Nc1nn2c(-c3cccs3)nnc2s1)c1ccccc1	9	9	-1.6	0.5
CCOc1ccc2cccc(NC(=O)c3cc(C)oc3C)c2n1	3	-4	-0.3	0.0
COc1ccc(OC)c2c1sc(=NC(=O)Cc1ccccc1)n2C	-4	-6	-1.8	0.0
COCCCNC(=O)CSc1nc2ccc(Br)cc2c2nc3ccccc3n12	18	-2	-0.7	0.2
CCOc1ccc(N2CC(c3nc4ccccc4n3CC)CC2=O)cc1 (stereo unspecified)	6	5	-0.2	0.5
O=C(NCc1ccncc1)c1nnc(Cc2ccccc2Cl)o1	-7	-6	-0.8	-0.1
COc1cccc(OCc2nc(-c3ccc(OC)c(OC)c3)no2)c1	-3	5	-0.9	0.1

Not a retest: 2 of the compounds above.
SMILES	MITF primary	TEAD-YAP inh	GPR151 activ	FBW7 activator
COc1ccc(C)cc1NC(=O)Cn1c2c(c(=O)n(C3CCCCC3)c1=O)CCC2	-10	-7	-0.3	0.0
O=C(c1cc(COc2ccc(F)cc2Cl)on1)N1CCCC(OCc2cccnc2)C1 (stereo unspecified)	-3	-11	-0.3	-0.2

(further entries)
SMILES	MITF primary	TEAD-YAP inh	GPR151 activ	FBW7 activator
COc1ccccc1C(=O)NCCn1cc(SCC(=O)NCc2ccco2)c2ccccc21	-4	4	-1.0	0.0
COc1ccccc1C1CC(=O)NC(SCC(N)=O)=C1C#N (stereo unspecified)	-17	-7	0.9	-0.1
NC(C(=O)N1CCC(Nc2ccc3[nH]ncc3c2)CC1)c1cccc(Br)c1 (stereo unspecified)	12	-1	-1.1	0.0
CCOC(=O)c1c(NC(=O)C(C)Oc2ccc(F)cc2)sc2c1CCCC2 (stereo unspecified)	-2	-2	-0.6	0.0
O=C(CN1CCCC1)Nc1ccccc1[N+](=O)[O-]	10	0	2.5	0.0
C=CCN1C(=O)/C(=C/c2cc([N+](=O)[O-])ccc2OC)SC1=S	18	-2	-0.1	0.1
COc1cccc(NC(=O)C(NS(=O)(=O)c2ccc3nc(C)sc3c2)C(C)C)c1 (stereo unspecified)	-9	0	-0.6	0.2
Cc1ccccc1-c1nc2cc(NC(=O)COc3ccc(C(C)(C)C)cc3)ccc2o1	-1	-4	0.0	0.0
CC(C)CCSc1nc(N)c(C#N)cc1C#N	16	-13	-0.7	1.1
O=C(NCc1ccco1)c1cc2c(s1)CS(=O)(=O)C2	10	12	-0.9	0.7
CC1(C)CC(NCC(=O)OC2CCCCC2)CC(C)(C)N1	24	-3	0.4	0.1
Cc1ccc(C(=O)Nc2cc(-c3nc4ccccc4o3)ccc2C)cc1Cl	-1	-9	-0.3	0.1
COc1cccc(CN2CCc3nnc(C(CC(C)C)NC(C)=O)n3CC2)c1OC (stereo unspecified)	0	-1	0.0	-0.1
CCCCC(=O)Nc1cc(-c2nc3ncccc3o2)ccc1Cl	-1	-6	2.0	-0.3
COCCn1cnc2sc(C(=O)Nc3cc(F)ccc3C)c(C)c2c1=O	5	-1	1.2	0.0

Brought forward from above: two entries; new compounds follow.
SMILES	MITF primary	TEAD-YAP inh	GPR151 activ	FBW7 activator
CCCCC(=O)Nc1cc(-c2nc3ncccc3o2)ccc1Cl	-1	-6	2.0	-0.3
COCCn1cnc2sc(C(=O)Nc3cc(F)ccc3C)c(C)c2c1=O	5	-1	1.2	0.0
COc1ccccc1-c1coc2cc(OC(C)=O)ccc2c1=O	-10	-10	-0.8	-0.1
O=C(NC1CCCCCC1)c1ccc2c(=O)n(Cc3ccc4c(c3)OCO4)c(=S)[nH]c2c1	3	-2	-0.7	-0.1
Cc1ccsc1/C=C/C(=O)Nc1ccc2nc(N3CCCCC3)cc(C)c2c1	13	-1	0.0	0.0
O=C(CSc1nnc(-c2ccncc2)o1)c1cc2ccccc2oc1=O	-1	4	-0.7	-0.1
O=C(CSc1nnc2c3c4c(sc3ncn12)CCCC4)N1CCCC1	-5	-43	1.0	0.1

Full records, quoted from the list.
O=C(CSc1nnc2c3c4c(sc3ncn12)CCCC4)N1CCCC1 is listed with MITF primary = -5; TEAD-YAP inh = -43; GPR151 activ = 1.0; FBW7 activator = 0.1
O=C(NC1CCCCCC1)c1ccc2c(=O)n(Cc3ccc4c(c3)OCO4)c(=S)[nH]c2c1 is listed with MITF primary = 3; TEAD-YAP inh = -2; GPR151 activ = -0.7; FBW7 activator = -0.1
